MKP-3 inhibition – inhibition of rat DUSP6 enzyme activity – biochemical, in vitro, primary screen (AID 425). recombinant MKP-3 phosphatase activity, fluorescence; higher % means a stronger effect. one-dose inhibition, % at 20 µM; IC50 in µM for titrated hits. 0.17% of 110,000 active; in the data active means inhibition above about 50%;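 further: plate controls were vehicle for no effect and reference inhibitor for full effect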
Hsp70 inhibitors – Hsp70 inhibitors, probe displacement, primary screen, biochemical, fluorescence polarization (AID 583). displacement, % at 20 µM, or IC50 in µM where a hit was titrated. 0.06% of 140,000 active. Hsp70 fluorescence polarization probe displacement, mP; higher % means a stronger effect; in the data active means displacement above about 50%;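 further: plate controls were vehicle for no effect and reference ligand for full effect; a part of the inactive calls stands beside numbers as strong as those of hits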
* hit, by the source's call; nt = no result given; & = joins results of further samples. This is a subset. The share of hits here may be higher or lower than overall.

SMILES	MKP-3 inhibition	Hsp70 inhibitors
Nc1c(-c2ccccc2)cnn1C1CCS(=O)(=O)C1 (centres undefined)	nt	-0.9%
O=C(Nc1ccccc1C(F)(F)F)c1cc2ccccc2oc1=O	1%	-4.2%
O=C(Cn1ncc2c(=O)oc3ccccc3c21)NCC1COc2ccccc2O1 (centres undefined)	-9%	-0.9%
Cc1nc2ccc3nc(NC(=O)c4ccc(S(=O)(=O)N5CCOCC5)cc4)sc3c2s1	-6%	nt
O=C1N/C(=N\N=C\c2ccccc2F)SC1Cc1cccc([N+](=O)[O-])c1 (centres undefined)	0%	-2.8%
CCOC(=O)C1SC(c2ccccc2)C(C#N)C1(O)c1ccccc1 (centres undefined)	0%	0.7%
Cc1ccc(N2C(=O)CSC2c2ccc(Cl)cc2)cc1C (centres undefined)	3%	-2.5%
O=C(CSc1cc(Cl)ccc1Cl)Nc1cccc(Cl)c1	-1%	2.5%
CN(C)c1cc(-c2ccccc2)nc(N)n1	-7%	0.7%
O=C(Cn1nnc(-c2cccc(C(F)(F)F)c2)n1)NC(=O)NCc1ccco1	-6%	-1.9%
O=C(NCc1ccco1)c1nn2c(c1Cl)NC(c1cccs1)CC2C(F)(F)F (centres undefined)	0%	0.3%
CCOC(=O)C1=C(C)N=C2c3ccccc3C(=O)C2C1c1ccc(Cl)cc1 (centres undefined)	-4%	0.3%
CCCCN(C(C)=O)c1ccc(C(=O)O)cc1	0%	0.1%
Cc1ccccc1C(=O)NNC(N)=S	-2%	4.0%
COc1cccc(C(=O)N2CCN=C2SCc2cccnc2)c1OC	1%	-5.2%
Cn1c(Cn2c(=O)sc3ccccc32)nnc1SCC(=O)NCc1ccccc1Cl	8%	-2.8%
C/C(=N\OCC(=O)N=Nc1c(O)n(CN2CCCC2)c2ccccc12)c1ccc(C)cc1	5%	-2.7%
Cc1ccc(SC(C)c2nc(-c3cccnc3)no2)cc1 (centres undefined)	0%	12%
CC(C)Cn1cc(C(=O)NCCCN2CCCC2=O)c2c3ccccc3n(C)c2c1=O	4%	-2.2%
Cn1c(SC2CCCCC2=O)nnc1-c1ccncc1 (centres undefined)	nt	0.5%
O=C(COc1ccccc1)NC(Cc1c[nH]c2ccccc12)C(=O)O (centres undefined)	-15%	3.9%
c1ccc(CN=C2CCCc3ccccc3N2)cc1	-1%	0.5%
COc1ccc(OC(C)C(=O)NC2CC(C)(C)NC(C)(C)C2)cc1 (centres undefined)	-2%	2.9%
COc1ccc(-n2c(SCC(=O)NCC3CCCO3)nc3n[nH]c(C)c3c2=N)cc1 (centres undefined)	-3%	0.1%
CCOC(=O)C1=C(C)NC(SCC(=O)Nc2cc(C)on2)=C(C#N)C1c1cccs1 (centres undefined)	-10%	5.8%
Cc1ccc(N(CC(=O)Nc2cccc(Cl)c2C)S(C)(=O)=O)cc1	3%	-0.1%
Cc1ccc(S(=O)(=O)NC(C)(C)CSc2nncn2C)cc1	nt	-1.8%
CCN(CC)CCn1c(=S)[nH]c2ncccc2c1=O	nt	2.7%
COC(=O)C(=CC(C(=O)OC)C(=O)OC)C(=O)OC	0%	1.3%
COc1ccc(N2C(=O)c3ccccc3NC2c2ccc(OC)c(Cn3nc(C)c([N+](=O)[O-])c3C)c2)cc1 (centres undefined)	-3%	-0.7%

Full records, quoted from the list. Values in the order: MKP-3 inhibition, Hsp70 inhibitors
Shown for c1ccc(CN=C2CCCc3ccccc3N2)cc1 → -1%, 0.5%
Shown for Cn1c(Cn2c(=O)sc3ccccc32)nnc1SCC(=O)NCc1ccccc1Cl → 8%, -2.8%
Shown for CCN(CC)CCn1c(=S)[nH]c2ncccc2c1=O → nt, 2.7%
Shown for COc1ccc(OC(C)C(=O)NC2CC(C)(C)NC(C)(C)C2)cc1 (centres undefined) → -2%, 2.9%
Shown for COC(=O)C(=CC(C(=O)OC)C(=O)OC)C(=O)OC → 0%, 1.3%

(more compounds)
SMILES	MKP-3 inhibition	Hsp70 inhibitors
COc1ccc(Br)cc1/C=C1\SC(N2CCCC2)=NC1=O	1%	-8.3%
CCOc1ccc(NC(=O)c2c(Cl)ccc(Cl)c2OC)cc1	3%	-1.8%
O=C([C@H](Cc1ccccc1)NS(=O)(=O)c1ccc(Cl)cc1)N1CC[C@@]2(O)CCCC[C@H]2C1	nt	1.3%
COc1cc(OC)c(OC)cc1CN1CCN(Cc2cccn2C)CC1	4%	-4.0%
CCOC(=O)c1sc(=N)n(-c2ccc(OC)cc2)c1C	2%	-4.4%
O=C(CN1C(=O)c2ccccc2C1=O)Nc1ccc2c(c1)OCO2	-2%	1.6%
O=C(Cn1ccc2ccccc2c1=O)NCCC(=O)NC1CCN(Cc2ccccc2)CC1	-9%	2.7%
CCC1CCCN1Cn1cnc2c([nH]c3ccc(OC)cc32)c1=O (centres undefined)	-11%	4.8%
CCC(CC)COC(=O)C(C#N)c1nc2ccccc2nc1N1CCOCC1 (centres undefined)	-2%	-3.1%
Cc1c(NC(=O)c2cc(-c3ccco3)on2)c(=O)n(-c2ccccc2)n1C	15%	-7.1%
CCN(C(=O)c1cc2cccc(OC)c2oc1=O)c1ccccc1	-2%	1.0%
Cc1ccccc1OCCCCc1c(C)n[nH]c1C	-1%&0%	1.5%
CC1CN(C)C(c2ccccc2)CC1=O (centres undefined)	-2%	-1.7%
COC(=O)C12CC3(C)CC(C)(CC(C)(C3)C1)C2	1%	5.8%
CN1CCN(c2nc(-c3ccncc3)nc3ccccc23)CC1	-1%&1%	5.9%&-2.5%
CCOc1ccc2nc(SCC(=O)NC(C)c3ccccc3)sc2c1 (centres undefined)	-2%	-3.2%
Cc1ccccc1OCC(=O)Nc1cccc(NC(=O)c2cccc(Cl)c2)c1	3%	-1.0%
N=C1C(c2nc(-c3ccc(F)cc3)cs2)=C(O)CN1CCCN1CCOCC1	-11%	1.4%
Cc1ccc(S(=O)(=O)Oc2ccc(Br)cc2C=C2C(=O)NC(=S)NC2=O)cc1	6%	3.2%
C=CCOn1c(=O)c(-c2cccs2)[n+]([O-])c2ccccc21	nt	50%
CC(=O)Nc1ccc(NC(=O)COc2ccc(Cl)cc2C)cc1	4%	-11%
COc1ccc(NC(=O)c2cc3cccc(OC)c3oc2=O)c(OC)c1	0%	-4.6%
CCSC1=C(C#N)C(c2ccc(Br)cc2)CC(=O)N1 (centres undefined)	6%	-2.4%
COc1ccc(CN(Cc2cc3cc(C)ccc3[nH]c2=O)C(=O)N(C)C)cc1	2%	4.8%
CCCCN1C2CCCC1CC(NC(=O)C1CCCCC1)C2 (centres undefined)	nt	-0.2%
Cc1ccc(-c2nn(-c3ccccc3)cc2C(=O)N2CCOCC2)cc1	-6%	-0.8%
O=C(CSc1nnc(Cc2cc(=O)[nH]c(=O)[nH]2)n1-c1ccc(Cl)cc1)NC1CCCC1	-9%	0.5%
CCOc1ccccc1NC(=O)C1CCCN(S(=O)(=O)c2c(C)[nH]c(=O)[nH]c2=O)C1 (centres undefined)	-9%	nt
CC(=O)NCCn1c(SCc2ccc(C)cc2)nc2ccccc2c1=O	nt	-2.7%
COc1c(Cl)cc(/C=C2/SC(=S)N(c3ccccc3)C2=O)cc1Cl	0%	3.6%

As entered above:
Cc1ccc(S(=O)(=O)Oc2ccc(Br)cc2C=C2C(=O)NC(=S)NC2=O)cc1 @ Hsp70 inhibitors = 3.2%
N=C1C(c2nc(-c3ccc(F)cc3)cs2)=C(O)CN1CCCN1CCOCC1 @ Hsp70 inhibitors = 1.4%

(list continues)
SMILES	MKP-3 inhibition	Hsp70 inhibitors
O=[N+]([O-])c1ccc(NCCCNS(=O)(=O)c2ccc3ccccc3c2)cc1	0%	-1.1%
COc1ccc(CCn2c(-c3ccco3)nc3nc4ccccc4nc32)cc1OC	-2%	-1.4%
O=C(Oc1cccc(NC(=O)c2ccco2)c1)c1cccc(S(=O)(=O)N2CCCC2)c1	-16%	-0.9%
CCc1ccc(NC(=O)Cc2cn(C)c3ccccc23)cc1	nt	-3.3%
O=c1c2ccccc2nc(/C=C/c2cccc([N+](=O)[O-])c2)n1-c1cccc2ccccc12	1%	-2.0%
O=C(Nc1ccccc1OC(F)F)c1ccccc1	-11%	9.7%
CCOC(=O)c1cccc(NC(=O)CSc2nnc(C3CCCCC3)n2CC)c1	-1%	-2.0%
Cc1ccc(S(=O)(=O)N2CCN(C3CC(=O)N(CCc4ccccc4)C3=O)CC2)cc1C (centres undefined)	nt	1.4%
CC12CC3CC(C1)CC(NC(=O)c1ccccn1)(C3)C2	-1%	0.4%
COc1cc(C(=O)N2CCN(S(=O)(=O)c3ccccc3)CC2)cc(OC)c1OC	5%	4.2%
Oc1ccc(Br)cc1/C=N/Nc1cc(N2CCOCC2)nc(N2CCOCC2)n1	1%	1.7%
COC(=O)c1c(NC(=O)c2c(-c3ccccc3)noc2C)sc2c1CCCCC2	7%	-2.1%
CCOc1c(C=C2C(=O)NC(=S)NC2=O)cccc1OC	-1%	1.2%
COc1cccc(NC(=O)CN(c2ccc(C)cc2)S(C)(=O)=O)c1	-1%	-1.1%
O=C(CCn1cccc1)NCc1ccc2c(c1)OCO2	3%	-4.7%
COc1ccc(C(=O)Nc2nc(C34CC5CC(CC(C5)C3)C4)cs2)cc1	-1%	2.9%
COc1cc2nc(NCCCN3CCN(C)CC3)n3nc(-c4ccccc4)nc3c2cc1OC	nt	-7.0%
CCOc1ccc(OCC(=O)Nc2ccc(S(=O)(=O)Nc3cc(C)nc(C)n3)cc2)cc1	-9%	-3.0%
CCN(CC)C(=O)CSc1ccccc1N	-8%	0.5%
Cc1cccc(N(CC(=O)NCc2ccco2)C(=O)CCC(=O)Nc2ccccn2)c1	-4%	-4.7%
Cc1noc(C)c1C(=O)NCCc1ccc(Cl)cc1	-9%	4.6%
CCCOc1ccc(C(=O)Nc2ccccc2C(=O)O)cc1	3%	-2.8%
Cc1ccccc1C(=O)Nc1cccc(NC(=O)c2ccccc2[N+](=O)[O-])c1	-2%	-0.9%
CCc1ccc(-n2c(C)cc(/C=N/n3cnnc3)c2C)cc1	6%	-2.7%
COc1ccc(Cc2nnc(-c3cccc(C)c3)o2)cc1OC	-2%	-4.9%
COc1ccc(NC(=O)CN2CCN(CC(=O)Nc3ccccc3Cl)CC2)c(OC)c1	nt	-1.1%
CCc1nnc(NC(=O)CSc2nnc(-c3ccccc3O)n2-c2ccc(C)cc2)s1	-14%	6.8%
Cc1ccc(N(C(C)C(=O)O)S(=O)(=O)c2c(C)n[nH]c2C)cc1 (centres undefined)	5%	-3.1%
CC(C)[C@H](NC(=O)OC(C)(C)C)c1nnc(SCc2cccc(F)c2)o1	2%	-2.1%
CN(CCc1ccccn1)C(=O)CN(C)S(=O)(=O)c1ccc2c(c1)c(=O)n(C)c(=O)n2C	6%	-1.7%
COc1ccccc1N1CCN(C(=O)c2ccc3nc(-c4ccco4)c(-c4ccco4)nc3c2)CC1	3%	2.2%
CCC(=O)N1CCN(c2ccc(Cl)cc2NC(=O)c2ccc(Br)o2)CC1	3%	8.3%
CCOC(=O)c1cccc(NC(=O)CCn2nnc3ccccc32)c1	3%	-5.5%
N/C(=N\OC(=O)c1ccc(Cl)cc1Cl)c1ccc(Cl)cc1	-4%	-6.8%
Cc1ccccc1NC(=O)/C(=C\c1c[nH]c2ccccc12)NC(=O)c1ccccc1	0%	-1.3%
Cc1nn2c(NCC(C)C)c3c(nc2c1-c1ccccc1)CCC3	nt	-1.3%
COCc1nnc(NC(=O)CCCCCN2C(=O)c3ccccc3C2=O)s1	-6%	2.8%
O=C(O)C1C2CCC(O2)C1C(=O)Nc1cccc(F)c1 (centres undefined)	2%&-4%	1.7%&2.4%
O=C(NC1CCCC1)C1C2C=CC(C2)C1C(=O)N1CCOCC1 (centres undefined)	-5%	-2.8%
COc1ccc(N(CC(=O)Nc2cccc(OC)c2)S(=O)(=O)c2ccc(C)cc2)cc1	4%	2.9%
CC(C)C(NCc1c(Cl)cccc1Cl)C(=O)O (centres undefined)	-7%	-48%
CCCSc1nnc2n(-c3ccccc3OC)c(=O)c3c4c(sc3n12)CCC4	-10%	7.9%
CCN(CC)S(=O)(=O)c1ccc2c(c1)c(=O)c(C(=O)NCCN(C)CCc1ccccc1)cn2C	-1%	-1.5%
CCCCn1c(Oc2ccc(C(=O)OC)cc2)nc2c1c(=O)n(C)c(=O)n2C	-10%	3.3%
NC(=O)c1ccc(NC(=O)c2ccc(I)cc2)cc1	2%	-1.6%

An excerpt from further up, as a working copy:
SMILES	MKP-3 inhibition	Hsp70 inhibitors
O=C(Nc1ccccc1C(F)(F)F)c1cc2ccccc2oc1=O	1%	-4.2%
O=C(Cn1ncc2c(=O)oc3ccccc3c21)NCC1COc2ccccc2O1 (centres undefined)	-9%	-0.9%
Cc1nc2ccc3nc(NC(=O)c4ccc(S(=O)(=O)N5CCOCC5)cc4)sc3c2s1	-6%	nt
O=C1N/C(=N\N=C\c2ccccc2F)SC1Cc1cccc([N+](=O)[O-])c1 (centres undefined)	0%	-2.8%

Further compounds follow:
SMILES	MKP-3 inhibition	Hsp70 inhibitors
Cc1ccc(OCC(=O)N2CCCc3ccccc32)cc1	nt	0.5%
Cc1c(C(=O)Nc2cccc3cccnc23)oc2ccccc12	-9%	0.8%
CCN1C(=O)/C(=C\c2ccc(-c3ccc([N+](=O)[O-])cc3)o2)SC1=S	2%	-4.4%
COC(=O)CSc1nsc(SCC(=O)OC)c1C#N	-8%	0.0%
O=C(CCCCCn1c(=S)[nH]c2cc3c(cc2c1=O)OCO3)N1CCN(C(=O)c2ccco2)CC1	0%	4.8%
CCOC(=O)C1=C(C)NC(=O)CC1c1ccc([N+](=O)[O-])cc1 (centres undefined)	0%	2.7%
CCOC(=O)C1=C(C)N(C)C(C)=C(C(=O)OCC)C1c1ccccn1	-15%	2.8%
CC1=NN(c2ccccc2)C(=O)C1C=C1C(=O)NC(=S)NC1=O (centres undefined)	6%	1.6%

By substructure: the compounds so far with a CF3 group.
SMILES	MKP-3 inhibition	Hsp70 inhibitors
O=C(Nc1ccccc1C(F)(F)F)c1cc2ccccc2oc1=O	1%	-4.2%
O=C(Cn1nnc(-c2cccc(C(F)(F)F)c2)n1)NC(=O)NCc1ccco1	-6%	-1.9%
O=C(NCc1ccco1)c1nn2c(c1Cl)NC(c1cccs1)CC2C(F)(F)F (centres undefined)	0%	0.3%
